RXFP1 agonist: qHTS Assay for Agonists of the Relaxin Receptor RXFP1; AID 2676, 2010; 370,000 compounds, 0.3% hits; Relaxin receptor 1 (Homo sapiens), Q9HBX9; Potency, µM (titrated, usually from 57.5 µM), without a hit: top-dose activation, actives largely listed as activators; HEK293T-RXFP1 cAMP TR-FRET, 30 min; response scale: percent of porcine relaxin response, buffer zero; further: potency means the concentration at half of the fitted maximal effect; on the % scale 0 is the no-effect control and ±100 the full control effect; nearly all actives have a fitted effect of over 60% in size; many of its hits are not listed in these tables
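HEK293 cells stably expressing RXFP1, treated 30 min at 37C with compounds plus PDE4 inhibitor Ro 20174; cAMP measured by HTRF TR-FRET. Normalized to buffer and 29 nM porcine relaxin; EC50 by Hill fit.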
GRP78 ERSR act: qHTS for Inducers of the Endoplasmic Reticulum Stress Response (ERSR) in Human Glioma: qHTS; U87-MG GRP78 promoter luciferase reporter, 16 h; Potency, µM, without a hit: top-dose activation, usual class: activators; 420,000 compounds, 0.02% hits; AID 602332, 2012; further: potency means the concentration at half of the fitted maximal effect; series mostly up to about 76 µM; % of control where 0% means no effect; nearly all actives have a fitted effect of over 35% in size
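ERSR induction read as luciferase luminescence (Bright-Glo, 10 min at room temperature) in stably transfected human U87-MG glioma cells exposed to compounds for 16 h, using GRP78 as sensor.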
Vif-A3F inh: qHTS for Inhibitors of Vif-A3F Interactions: qHTS; HeLa A3F-eYFP + Vif (tagged APOBEC3F with the HIV-1 protein that degrades it), YFP fluorescence increase; AID 602313, 2012; Potency, µM (doses to about 46.1 µM), inactives show at the top dose activity, negative = active; 390,000 compounds, 0.2% hits; further: potency means the concentration at half of the fitted maximal effect; % of control where 0% means no effect; nearly all actives have a fitted effect of over 65% in size
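HeLa cells stably expressing A3F-eYFP plus Vif, plated and incubated overnight at 37 deg C, then exposed to compounds overnight at 37 deg C. Blocked degradation read as raised yellow fluorescence (Ex 488/Em 500-530).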
LDHA inh: qHTS assay for inhibitors of human lactate dehydrogenase; L-lactate dehydrogenase A chain (Homo sapiens), P00338; purified LDHA, NADH/diaphorase-resazurin fluorescence; stronger effect = lower value; activity change, % (values are at about 110 or 230 µM); 480,000 compounds, 0.15% hits; AID 1347041, 2019; in the data active means activity change below about -30%; inconclusive means mostly about -25% to -30%;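 further: plate controls were DMSO wells for no effect and wells without enzyme for full effect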
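Human LDH5 (2 nM) was incubated with 0.06 mM NADH and 0.2 mM pyruvate for 5 min at room temperature in Tris pH 7.4. Remaining NADH was coupled through diaphorase/resazurin, and resorufin fluorescence was read at 0 and 20 min.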
D1 antagonist: Antagonist of Human D 1 Dopamine Receptor: qHTS. HEK293 TREx D1 cells, calcium flux, dopamine EC80; stronger effect = lower value. activity change, negative = inhibition, % at 10 µM. 360,000 compounds, 3.2% hits. AID 504652, 2011; in the data active means activity change below about -30%; further: on the % scale 0 is the no-effect control and ±100 the full control effect
Target sequence (P21728 whole entry, looked up): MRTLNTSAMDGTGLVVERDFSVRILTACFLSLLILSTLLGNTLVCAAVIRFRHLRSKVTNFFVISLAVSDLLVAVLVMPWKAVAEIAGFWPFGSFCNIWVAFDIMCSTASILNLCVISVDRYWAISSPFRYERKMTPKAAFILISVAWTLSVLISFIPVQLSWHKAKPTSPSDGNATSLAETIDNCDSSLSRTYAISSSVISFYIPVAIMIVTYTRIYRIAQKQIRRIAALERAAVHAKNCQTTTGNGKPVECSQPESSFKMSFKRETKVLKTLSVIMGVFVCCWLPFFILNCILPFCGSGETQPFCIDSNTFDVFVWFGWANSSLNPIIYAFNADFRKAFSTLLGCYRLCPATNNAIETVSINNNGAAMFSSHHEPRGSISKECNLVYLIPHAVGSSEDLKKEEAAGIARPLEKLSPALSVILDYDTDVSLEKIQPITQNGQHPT
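Kinetic fluorescence of a calcium dye serves as the read-out. D1-expressing Hek293 Trex cells, induced overnight at 30 C, are exposed to compound for 180 s before an EC80 dopamine addition, then read 180 s further.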
D2 potentiator: HTS Assay for Positive Allosteric Modulators of the Human D2 Dopamine Receptor: Primary Screen for Potentiators; D(2) dopamine receptor (Homo sapiens), P14416; HEK293 T-REx D2, calcium flux, EC20 dopamine potentiation; potentiation, % at 10 µM; 340,000 compounds, 0.34% hits; AID 485347, 2010;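 active means potentiation over 3 SD above the plate norm, cut at about 30% in these data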; further: 0% is about no effect
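Potentiation of an EC20 dopamine calcium response is measured in a force-coupled, tetracycline-inducible Hek293 Trex D2 line. Compound-only kinetic reads over 180 s flag agonists before dopamine addition.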
D1 ag: Allosteric Agonists of the Human D1 Dopamine Receptor: qHTS. D(1A) dopamine receptor (Homo sapiens), P21728. HEK293 T-REx D1 cells, calcium flux, agonist mode. activation, % at 2 µM. 360,000 compounds, 1% hits. AID 504660, 2011; in the data active means activation above about 30%; further: 0% is about no effect
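Agonism was scored from calcium flux recorded over 180 s (1 read/s) after pintool compound addition, following a 10-cycle baseline. Cells were inducible force-coupled HEK293 TREx D1, plated overnight at 30 C and loaded with no-wash calcium dye.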
Vif-A3G inh: qHTS for Inhibitors of Vif-A3G Interactions: qHTS; DNA dC->dU-editing enzyme APOBEC-3G (Homo sapiens), Q9HC16; HeLa A3G-eYFP + Vif (tagged APOBEC3G with the HIV-1 protein that degrades it), YFP fluorescence, overnight; Potency, µM (highest dose often 46.1 µM), inactives show at the top dose activity, negative = active, usual class: inhibitors; 410,000 compounds, 0.076% hits;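 further: potency means the concentration at half of the fitted maximal effect; on the % scale 0 is the no-effect control and ±100 the full control effect; nearly all actives have a fitted effect of over 60% in size; hits raise eYFP signal because A3G escapes Vif-driven loss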
Target sequence (Q9HC16 whole entry, looked up): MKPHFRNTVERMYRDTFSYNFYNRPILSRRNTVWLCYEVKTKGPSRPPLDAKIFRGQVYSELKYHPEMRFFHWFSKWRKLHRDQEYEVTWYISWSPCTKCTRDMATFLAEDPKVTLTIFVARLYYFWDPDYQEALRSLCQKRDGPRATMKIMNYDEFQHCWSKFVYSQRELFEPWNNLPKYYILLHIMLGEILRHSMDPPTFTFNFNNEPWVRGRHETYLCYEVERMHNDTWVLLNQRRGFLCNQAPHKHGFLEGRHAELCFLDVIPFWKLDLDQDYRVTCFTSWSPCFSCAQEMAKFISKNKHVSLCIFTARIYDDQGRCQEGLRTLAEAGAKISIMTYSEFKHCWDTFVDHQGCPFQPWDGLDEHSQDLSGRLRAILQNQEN
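HeLa cells stably expressing Vif and C-terminally eYFP-tagged A3G, seeded overnight at 37 deg C, then exposed to compound by pintool overnight at 37 deg C. Rise in yellow fluorescence (Ex 488/Em 500-530, Acumen) marks blocked Vif-driven A3G degradation.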
D1 PAM: Potentiators of Human D1 Dopamine Receptor: qHTS; HEK293 TREx D1 cells, calcium flux, dopamine EC20 potentiation; potentiation, % at 10 µM; 360,000 compounds, 0.036% hits; in the data active means potentiation above about 30%; further: 0% is about no effect
* hit, by the source's call; ? = inconclusive; nt = no result given; & = joins results of further samples; ! = not active in a repeat. Unless noted, the call rests on the fitted dose curve; in most records, active means well fitted curve in the direction sought with a large enough effect; inconclusive means small, poorly fitted or top-dose-only effect, or another doubt; inactive means no such curve, though single readings can be large; an effect the other way counts as inactive or inconclusive.

Values run as follows: GRP78 ERSR act	D1 antagonist	Vif-A3G inh	D1 PAM	Vif-A3F inh	LDHA inh	RXFP1 agonist	D1 ag	D2 potentiator
Cn1c(-c2ccc3c(c2)OCO3)cnc1NCc1cccc(O)c1
    -1%	-6	-10%	-9	1%	-17	2.7%	1	-7
CCCOc1ccccc1C(=O)Nc1ccc(S(=O)(=O)N2CCN(C)CC2)cc1
    -5%	-49*	9%	-12	9%	-3	0.6%	4	14
Cc1ccc(N2CC(c3nnc(Cc4ccc(F)cc4)o3)CC2=O)cc1 (stereo not drawn)
    -2%	-4	3%	-2	2%	-5	-0.1%	1	-5
Fc1ccc(Cn2ccc(-c3cnc(-c4ccccc4)s3)n2)cc1
    2%	-1	-3%	-4	5%	0	5.8%	10	24
COc1ccc(CCN2C(=O)N(c3cccc(C)c3)C(=O)C2CC(=O)Nc2ccccc2)cc1OC (stereo not drawn)
    -3%	8	3%	-2	3%	-5	2.4%	2	5
COC(=O)[C@@]12CCCCN1[C@H](c1ccc(-c3cc(C(C)=O)cs3)cc1)[C@H]1C(=O)N(C)C(=O)[C@H]12
    2%	-19	1%	-10	-2%	-5	3.2%	3	-7
CN(C)c1cccc(N=C2C=C(N3CCOCC3)CC(C)(C)C2)c1
    -4%	-26	1%	0	5%	-31*	0.3%	3	0
Cc1ccc2c(c1)-c1c(c(C(=O)N3CCN(c4cc(C)ccc4C)CC3)nn1C)CS2
    3%	6	19%	0	?	-10	0.2%	0	2
Nc1cc(OCC(F)(F)F)cc(OCC(F)(F)F)c1
    -4%	2	2%	-3	-5%	9	-0.1%	0	4
O=C(CCn1c(=O)c2ccccc2n(Cc2cccc(F)c2)c1=O)NCc1ccc2c(c1)OCO2
    1%	9	-22%	0	-4%	-4	11%	3	7
Cc1ccc(Cl)cc1NC(=O)C1CCCN(S(=O)(=O)c2c(C)noc2/C=C/N(C)C)C1 (stereo not drawn)
    -5%	-17	2%	-2	1%	-6	-1.8%	-1	nt
O=C(Cn1c(-c2ccccc2Cl)nc2ccccc21)Nc1cccc(Cl)c1
    -3%	-8	-2%	-5	11%	-6	1.0%	4	-5
O=C(O)c1ccc(Cl)cc1Nc1nc2cc(Cl)ccc2o1
    13%	-20	-5%	-9	10%	-9	-3.8%	1	-5
Cc1cc(C)cc(NS(=O)(=O)c2cc3c(cc2C)NC(=O)CO3)c1
    -4%	-2	-4%	-3	3%	-7	1.2%	4	-5
COc1ccc(-n2c(=S)[nH]c3cc(C(=O)N4CCN(c5ccccc5)CC4)ccc3c2=O)c(OC)c1
    -3%	0	5%	-6	2%	-9	0.5%	0	2
O=C(CCN1C(=O)c2ccccc2C1=O)Nc1cccc(S(=O)(=O)N2CCCCC2)c1
    1%	-13	1%	-1	0%	0	2.5%	1	-4
O=C(NCC1CCCO1)c1ccc2c(c1)S(=O)(=O)c1ccccc1C2=O (stereo not drawn)
    -2%	nt	0%	nt	-6%	-2	nt	nt	nt
COc1ccccc1NC(=O)c1ccc(COc2ccccc2Br)o1
    -5%	-2	-4%	-7	-1%	-5	1.6%	10	-2
COc1ccc(NC(=O)c2ccc(NCCCN3CCOCC3)c([N+](=O)[O-])c2)cc1
    0%	-5	4%	-10	4%	1	-2.0%	0	12
Cc1ccc(/C(N)=N/OC(=O)c2cc(-c3ccccc3)nc3ccccc23)cc1
    -4%	2	0%	-8	-1%	2	30%	1	2

Compound profiles (already shown). Order of values: GRP78 ERSR act | D1 antagonist | Vif-A3G inh | D1 PAM | Vif-A3F inh | LDHA inh | RXFP1 agonist | D1 ag | D2 potentiator
`Cc1cc(C)cc(NS(=O)(=O)c2cc3c(cc2C)NC(=O)CO3)c1` is entered as -4% | -2 | -4% | -3 | 3% | -7 | 1.2% | 4 | -5
`COc1ccc(CCN2C(=O)N(c3cccc(C)c3)C(=O)C2CC(=O)Nc2ccccc2)cc1OC` (stereo not drawn) is entered as -3% | 8 | 3% | -2 | 3% | -5 | 2.4% | 2 | 5

Returning to the listing, repeating the 4 entries before the break.
Values run as follows: GRP78 ERSR act	D1 antagonist	Vif-A3G inh	D1 PAM	Vif-A3F inh	LDHA inh	RXFP1 agonist	D1 ag	D2 potentiator
O=C(NCC1CCCO1)c1ccc2c(c1)S(=O)(=O)c1ccccc1C2=O (stereo not drawn)
    -2%	nt	0%	nt	-6%	-2	nt	nt	nt
COc1ccccc1NC(=O)c1ccc(COc2ccccc2Br)o1
    -5%	-2	-4%	-7	-1%	-5	1.6%	10	-2
COc1ccc(NC(=O)c2ccc(NCCCN3CCOCC3)c([N+](=O)[O-])c2)cc1
    0%	-5	4%	-10	4%	1	-2.0%	0	12
Cc1ccc(/C(N)=N/OC(=O)c2cc(-c3ccccc3)nc3ccccc23)cc1
    -4%	2	0%	-8	-1%	2	30%	1	2
COc1ccc(C(=O)NCC(O)COc2ccc(C(C)(C)C)cc2)cc1[N+](=O)[O-] (stereo not drawn)
    nt	-17	nt	-2	nt	nt	-2.6%	3	11
Cc1cc(C)n2nc3nc4c(cc3c2n1)CCCC4
    2%	3	-5%	1	-1%	6	13%	-1	-2
CCc1ccc2c(CN(C)Cc3ccc(OC(F)F)c(OC)c3)cc(=O)oc2c1
    -5%	-1	5%	3	9%	-4	-0.8%	4	4
COc1ccc(OC)c(C(c2nnnn2Cc2ccccc2)N2CCC(C(N)=O)CC2)c1 (stereo not drawn)
    -3%	-45*	0%	-5	-1%	-2	2.9%	2	1
COc1ccc(OC)c(CCNC(=O)c2cc3c(=O)n(C)c4ccccc4c3n2C)c1
    0%	5	-7%	4	1%	3	1.3%	2	0
Cc1ccc2[nH]c(=O)c(CN(Cc3ccccc3)C(=S)NCCCN(C)C)cc2c1
    5%	-28	1%	-1	-9%	-4	2.6%	4	-8
O=S1(=O)CCOC[C@H](c2ccccc2)N1Cc1cccc(F)c1
    1%&-4%	1	2%&0%	-1	1%	2	-2.2%	0	-6
Cc1c(Cl)cccc1N(CC(=O)NC(C)c1ccccc1)S(C)(=O)=O (stereo not drawn)
    -3%	-4	0%	0	-4%	-7	0.5%	4	-5
CCN(CC)S(=O)(=O)c1ccc(NC(=O)CCc2c(C)nc3cc(-c4ccc(Cl)cc4)nn3c2C)cc1
    -9%	-11	-1%	-4	1%	-10	-0.4%	10	14
COc1ccc(S(=O)(=O)NCc2cccnc2)cc1
    -2%	11	0%	-3	-3%	-12	5.2%	2	-7
Cc1ccc(NC(=O)CN2C(=O)COc3ccc(S(=O)(=O)N4CCCCCC4)cc32)cc1Cl
    2%	-16	-8%	-1	12%	-2	3.4%	6	1
Cc1cccc(NC(=O)CSc2nnc([C@H](C)NC(=O)OC(C)(C)C)o2)c1C
    4%	-2	0%	-1	-9%	-2	-0.7%	3	4
O=c1cc(CO)oc(C(Nc2ccccn2)c2ccccc2Cl)c1O (stereo not drawn)
    1%	3	0%	-1	5%	0	-1.8%	3	nt
FC(F)(F)c1cccc(Cc2noc(CN3CCCCC3c3ccccn3)n2)c1 (stereo not drawn)
    -2%	3	-1%	-1	-17%	3	-2.2%	5	4
Cc1ccc(Nc2nnc(SCc3cc(=O)n4ccsc4n3)s2)c(C)c1
    1%	-5	-4%	1	3%	-1	7.5%	1	-2
COc1ccccc1OCCCOc1cccc(/C=C2\SC(=O)NC2=O)c1
    1%	-12	-1%	5	?	-8	-0.8%	1	8
Cc1cc(C(=O)CN2CCN(CC(=O)Nc3ccc(F)cc3)CC2)c(C)n1C1CC1
    3%	2	-7%	-4	0%	-5	-0.4%	1	-6
O=C(O)c1ccc(-n2cccc2/C=C2/NC(=O)N(c3ccccc3)C2=O)cc1
    -5%	3	-7%	9	4%	-10	0.5%	2	8
CCn1c(=O)c2cc(C(=O)Nc3cccc(C(F)(F)F)c3)sc2c2ccccc21
    -2%	6	-7%	1	-14%	1	23%	3	2
OCCCCNc1cccc2ccccc12
    1%	-9	3%	-6	1%	24	3.3%	3	4
CC(C)Oc1ccc(CNC(=O)Cn2c(-c3cccs3)cc3ccccc32)cc1
    -1%	-7	2%	-1	-5%	-4	7.5%	-1	-5
Cc1cc2nc3c(c(=O)n2[nH]1)CCCC3
    -6%	9	-1%	6	nt	0	0.1%	5	10
CCOC(=O)C1CCCN(S(=O)(=O)c2ccc3c(c2)N(C)C(=O)CC(=O)N3C)C1 (stereo not drawn)
    -2%&-3%	-45*!	-3%&1%	0&1	0%&2%	-2&0	-0.2%&-0.8%	2&11	10&-1
Cc1ccc2nc(NC(=O)c3ccc(Br)o3)sc2c1
    -4%	9	-5%	-1	-3%	-3	0.5%	6	10
O=C(OCC(=O)N1CCCc2ccccc21)c1ccccc1OC(F)F
    -4%	nt	3%	nt	-7%	-6	nt	nt	nt

Limited to LDHA inh and GRP78 ERSR act (three entries from above):
smiles	LDHA inh	GRP78 ERSR act
CC(C)Oc1ccc(CNC(=O)Cn2c(-c3cccs3)cc3ccccc32)cc1	-4	-1%
Cc1cc2nc3c(c(=O)n2[nH]1)CCCC3	0	-6%
CCOC(=O)C1CCCN(S(=O)(=O)c2ccc3c(c2)N(C)C(=O)CC(=O)N3C)C1 (stereo not drawn)	-2&0	-2%&-3%

Compound activity from PubChem BioAssay.

A portion of the library (hit frequency here may not be typical).
